Bioassay records deposited in PubChem BioAssay by several laboratories.
TDP2 inh – TDP2 (human) inhibition, absorbance primary screen. O95551. recombinant TDP2, T5PNP hydrolysis, p-nitrophenol absorbance 415 nm. inhibition, % at 12.8 µM. 370,000 tested, 0.34% active. AID 720702;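 active means inhibition above the mean of all tested compounds plus 3 SD, set per campaign, cut at about 25% in these data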;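 further: 0% = DMSO with enzyme and 100% = buffer with substrate but no TDP2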
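Evaluation: % inhibition relative to enzyme-containing and enzyme-free wells. Material: recombinant human TDP2. Benchmarks: enzyme-free and DMSO wells. Timing: enzyme reaction with compound for 2 h at 37 °C. Compound dosing: 12.8 µM only. Measured by: p-Nitrophenol epi absorbance. Reagent: T5PNP substrate at 5 mM, a TopII-DNA adduct mimic. Replication: single well per compound.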
TCR-CD3 inh – inhibitors of human TCR-CD3 interaction; AID 651800; TAMRA-labeled TCR probe fluorescence, biochemical; inhibition, % at 9.4 µM; 360,000 tested, 0.37% active; in the data active means inhibition above about 19%;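 further: recombinant mutant TCR 2C K166C tagged with TAMRA read by polarization; 0% = receptor in buffer alone and 100% = receptor with positive control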
SIAE inh – blocks human sialic acid acetylesterase; SIAE FP-Rh probe binding, fluorescence polarization; AID 1053197; inhibition, % at 9.66 µM; Q9HAT2; 370,000 tested, 0.69% active;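 active means inhibition above a cutoff: mean of compounds within the control limits plus 3 SD of those, cut at about 17% in these data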;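 further: 0% = plate median of compound wells and 100% = probe without SIAE protein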
NPR2 activator – GC-B (human) receptor activation. P20594. HEK293-GC-B cells, CNP EC30, cGMP TR-FRET; 0% at EC30 CNP, 100% saturating CNP. activation, % at 10 µM. 370,000 tested, 0.11% active;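 active means activation at 10 µM reaching about 35% in either raw or pattern-adjusted values, limit read from the data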
HTRA1 inh – inhibitors of human serine peptidase HTRA1. AID 504803. recombinant HTRA1, FP-rhodamine activity-based probe, fluorescence polarization. 340,000 tested, 0.5% active. Q92743. inhibition, % at 5.96 µM; in the data active means inhibition above about 36%;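 further: 0% = enzyme with DMSO and 100% = wells lacking enzyme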
Target sequence (Q92743 whole entry, looked up): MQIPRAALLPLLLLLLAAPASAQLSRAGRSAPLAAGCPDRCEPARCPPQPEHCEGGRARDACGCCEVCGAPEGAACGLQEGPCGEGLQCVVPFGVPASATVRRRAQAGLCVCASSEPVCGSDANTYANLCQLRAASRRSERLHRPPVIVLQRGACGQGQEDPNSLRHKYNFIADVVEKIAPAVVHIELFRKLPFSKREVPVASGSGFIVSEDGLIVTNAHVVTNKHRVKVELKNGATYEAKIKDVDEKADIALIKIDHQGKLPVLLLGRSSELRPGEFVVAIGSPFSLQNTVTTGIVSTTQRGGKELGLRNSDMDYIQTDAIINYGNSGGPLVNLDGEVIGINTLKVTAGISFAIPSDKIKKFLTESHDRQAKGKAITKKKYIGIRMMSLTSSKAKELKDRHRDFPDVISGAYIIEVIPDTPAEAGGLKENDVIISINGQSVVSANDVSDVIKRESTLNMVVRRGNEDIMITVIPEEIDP
PRMT1 FP inh – inhibitors of human PRMT1; 370,000 tested, 1.3% active; AID 652257; Q99873; inhibition, % at 2.79 µM; recombinant PRMT1, activity-based probe fluorescence polarization;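 active means inhibition above about 21% made by adding two undisclosed values, limit read from the data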
mABHD4 FP – inhibitors of mouse ABHD4 | inhibition, % at 8.92 µM | 370,000 tested, 0.54% active | purified mABHD4, FP-Rh probe fluorescence polarization | AID 720543;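 active means inhibition exceeding the mean over every tested compound plus 3 SD, cut at about 30% in these data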;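 further: 0% = plate median of compound wells and 100% = S159A mutant with DMSO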
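Test system: mABHD4 protein; Read-out basis: % inhibition; Incubation: 45 min + 60 min at 25 °C; Repeats: single replicate; Technique: fluorescence polarization with parallel and perpendicular emission, 525/598 nm; Compound: 8.92 µM, single dose; Benchmarks: full inhibition S159A mutant plus DMSO, zero as sample-well median.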
rCAG RNA binder – molecules binding r(CAG) RNA repeats; r(CAG) RNA repeat, TO-PRO-1 dye displacement fluorescence; inhibition, % at 3 µM; 370,000 tested, 1.3% active;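 active means inhibition above the plate cutoff, the mean of all test compounds on that plate plus 3 SD, cut at about 35% in these data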;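 further: 0% = DMSO alone and 100% = 100 µM mitoxantrone as full dye displacement; higher means more dye released from RNA so lower well fluorescence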
MBD2 DNA inh – inhibitors of human MBD2 binding to methylated oligonucleotide | Q9UBB5 | TR-FRET | 370,000 tested, 0.31% active | inhibition, % at 4.4 µM; in the data active means inhibition above about 13%
Target sequence (Q9UBB5 whole entry, looked up): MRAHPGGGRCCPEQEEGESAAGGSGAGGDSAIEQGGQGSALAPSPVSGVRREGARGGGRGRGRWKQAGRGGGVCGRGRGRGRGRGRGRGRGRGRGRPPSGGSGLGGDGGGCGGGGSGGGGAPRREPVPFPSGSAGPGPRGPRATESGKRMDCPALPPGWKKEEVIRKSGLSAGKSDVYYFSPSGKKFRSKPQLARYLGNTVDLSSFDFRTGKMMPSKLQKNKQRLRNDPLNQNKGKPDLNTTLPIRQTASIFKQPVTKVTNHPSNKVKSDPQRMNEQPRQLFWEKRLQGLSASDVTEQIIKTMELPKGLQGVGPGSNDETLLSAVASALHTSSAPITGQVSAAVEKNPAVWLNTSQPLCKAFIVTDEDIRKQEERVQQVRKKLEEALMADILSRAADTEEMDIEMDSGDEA
LEDGF integ inh – blocks HIV-1 LEDGF/p75-dependent DNA integration; 370,000 tested, 0.64% active; TR-FRET IN-LEDGF/p75 DNA integration, Eu/Cy5; inhibition, % at 3.7 µM;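 active means inhibition above the screen-wide mean plus 3 SD, cut at about 13% in these data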;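 further: signal is the Cy5 over europium emission ratio at 671 and 618 nm; 0% = plate median of compound wells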
* marks the source's active call; other numbers are inactive results; · = not tested or not shown. This is a subset; rates above refer to the full screens.

SMILES	TDP2 inh	TCR-CD3 inh	SIAE inh	NPR2 activator	HTRA1 inh	PRMT1 FP inh	mABHD4 FP	rCAG RNA binder	MBD2 DNA inh	LEDGF integ inh
COc1ccc(C)cc1S(=O)(=O)NCC(c1ccc2c(c1)OCO2)N1CCOCC1 (stereo unspecified)	17	-1	4	-9	-3	-4	2	0	-3	-1
CCn1c(=O)c2c(nc(SCc3ccccn3)n2C)n(C)c1=O	-4	-1	0	0	7	1	-5	-1	1	5
Cc1sc2c(c1C)CN(C(C)(C)C)CN2C(=O)c1ccccc1	-9	1	2	-3	-12	4	-1	5	0	-1
COC(=O)C(Cc1ccccc1)NC(=O)CCc1c[nH]c2ccccc12 (stereo unspecified)	-11	2	-3	-1	-4	2	0	-2	-4	-2
CCC(=O)Nc1c(-c2ccc(C)cc2)nc2ccc(C)cn12	4	-2	3	7	5	5	8	0	0	-3
CC(=O)N1N=C(c2ccc(Br)cc2)CC1c1cccc([N+](=O)[O-])c1 (stereo unspecified)	4	3	4	1	-9	3	-9	4	1	2
O=C(CCNC(=O)N1CC(=O)Nc2ccccc21)Nc1ccc(F)c(Cl)c1	3	-6	8	-2	0	1	2	-4	-2	-1
O=C(CN1CCCCCC1)Nc1ccc(Br)cc1Br	1	9	-3	-5	-6	0	-3	-3	0	-1
Nc1c(C=C2C=CC(=O)C=C2)c(=O)nc2sc(CC(=O)N3CCCC3)nn12	3	6	0	-4	1	4	3	17	2	3
OCCCCNCc1cc(Br)ccc1OCc1ccccc1F	-3	5	-6	-14	-3	0	4	3	0	0
Cc1cc(C(=O)CN2C(=O)C(=O)N(CC(C)C)C2=O)c(C)n1-c1ccccc1F	-4	1	-3	0	-7	-4	6	-5	0	-3
CCn1c(CNS(=O)(=O)c2ccc(Br)cc2)nnc1SC	-8	6	3	2	4	4	-10	-2	3	-1
COc1ccc(NC(=O)CNS(=O)(=O)c2cccc3nonc23)c(OC)c1	-12	-4	8	0	4	0	5	5	-8	1
COc1cc2c(cc1C1NC(=S)NC(C)=C1C(N)=O)CCCC2 (stereo unspecified)	-1	10	7	2	-3	2	1	0	-2	0
CC(=O)NCCOc1cccc2cccnc12	8	-12	6	1	2	2	4	-1	3	1
CC(C)Nc1nc(NC(C)C)nc(C(=O)OCCO)n1	1	0	-6	-1	1	4	2	0	1	-2
COC(=O)c1nn(-c2c(C)n(C)n(-c3ccccc3)c2=O)cc1O	3	9	-3	1	5	-2	-2	0	6	-1
CN(CC(=O)Nc1ccccc1C(F)(F)F)C(=O)C1CCN(C(=O)c2ccc(Cl)cc2)CC1	0	8	1	5	7	-3	5	-8	4	4
Cn1c(SCC(=O)Nc2nccs2)nnc1C1CC1	9	2	-5	-3	11	2	5	2	-1	0
CC(C)CCNC(=O)C1CCN(Cc2cccc(OCc3ccccc3)c2)CC1	4	3	2	12	-8	-1	7	-8	2	3
CC(=O)c1cc(C#N)c(SCc2ccccc2C#N)nc1C	0	9	-1	-13	0	-1	-1	0	-2	-2
CCOc1cccc2cc(C(=O)NCCC3=CCCCC3)c(=O)oc12	-6	-9	-9	-8	-43	4	-7	-3	3	-2
Cc1ccc(Cn2cc(COC(=O)Nc3ccc(F)cc3)nn2)cc1	2	·	-1	2	·	-2	-2	-1	-1	3
CCCC(=O)c1ccc(N2CCN(C(=O)c3ccccc3Br)CC2)c(F)c1	-11	8	-3	4	0	-3	1	-5	2	-2
Cc1ccccc1C(=O)NC(CC(C)C)C(=O)N1CCN(c2ccccc2)CC1 (stereo unspecified)	-8	-7	-8	4	8	3	2	-10	5	-5
SMILES	TDP2 inh	TCR-CD3 inh	SIAE inh	NPR2 activator	HTRA1 inh	PRMT1 FP inh	mABHD4 FP	rCAG RNA binder	MBD2 DNA inh	LEDGF integ inh
C/C(=N\NC(=O)c1ccc(N2CCCC2=O)cc1)c1ccc(O)cc1O	-3	24*	22*	1	8	1	5	2	-7	-4
CC(CN1CCN(CC(C)C(=O)c2ccccc2)CC1)C(=O)c1ccccc1 (stereo unspecified)	5	-1	3	-1	2	0	-4	-2	-2	0
Cc1cccc(Nc2nc(N)c([N+](=O)[O-])c(NCc3ccco3)n2)c1	-9	4	-12	10	-80	-3	-37	21	-10	5
Cc1ccccc1OC(C)c1nc(-c2ccccc2)no1 (stereo unspecified)	1	-2	0	10	-2	-1	4	-1	0	0
Cc1ccc(C(C(=O)NC2CCCC2)N(C(=O)c2csnn2)C2CC2)cc1 (stereo unspecified)	18	7	-6	-17	1	6	2	-1	1	-1
COc1ccc(CNc2ncc(-c3ccccc3)n2C)cc1	5	1	3	-2	4	5	11	-4	2	1
CCN(CC)C(=O)CC[C@@H]1CC[C@]2(CCCN(Cc3ccncc3)C2)O1	10	·	-6	-1	·	-3	2	3	2	-2
Cc1ccc(CNC(=O)C(Cc2ccccc2)NS(=O)(=O)c2ccc3c(c2)CCC(=O)N3)cc1 (stereo unspecified)	2	-3	3	-17	0	-2	-4	2	0	-1
O=C(CNC(=O)C12CC3CC(CC(C3)C1)C2)N/N=C\c1ccco1	2	4	0	2	3	2	2	-2	-2	-1
COc1ccccc1C(=O)Nc1ccnn1C1CCN(Cc2cnn(C)c2)CC1	12	2	7	9	0	0	1	-6	-3	-2
OC1=C(O)c2nc3cc(F)ccc3nc21	-3	6	4	3	·	-1	4	7	0	5
CSc1cccc(NC(=O)CCNC(=O)c2ccco2)c1	-12	0	4	-1	6	-1	0	0	-5	3
Cc1csc(NC(=O)CCn2c(=O)oc3ccccc32)n1	-7	-6	2	-7	5	1	6	0	3	1
CCC1(c2ccccc2)NC(=O)N(CC(=O)N(C)Cc2ccccc2)C1=O (stereo unspecified)	-6	-4	7	-4	-2	4	7	-7	-1	-4
COc1cccc(C(=O)Nc2c3c(nn2-c2ccc([N+](=O)[O-])cc2)CS(=O)(=O)C3)c1	-11	-4	1	-2	-2	2	-6	8	0	-5
Cc1cccc(OCC(=O)N2CCOCC2)c1	4	-2	0	1	2	0	0	-2	3	-1
Cn1nc(C(=O)NCc2ccco2)c2ccccc2c1=O	-12	11	-3	4	1	-1	3	-1	-1	2
C=CCSc1nnc(-c2cc(Br)ccc2N)c(=O)[nH]1	10	0	8	-6	1	4	7	12	-9	1
O=C(NCCCN1CCOCC1)c1ccc(CS(=O)(=O)c2cccc(C(F)(F)F)c2)o1	7	0	3	3	6	2	-1	-2	2	-2
Cc1ccc(SCc2cn3cccnc3n2)cc1	-4	7	-7	-10	0	0	-3	-1	-7	0
O=C(NC1(O)C(=O)c2ccccc2C1=O)c1ccc(C(F)(F)F)cc1	37*	-5	3	5	·	2	-1	0	-9	6
CCOc1ccc(Nc2ccc(S(=O)(=O)N3CCN(C)CC3)cc2[N+](=O)[O-])cc1OCC	-3	-4	2	2	13	0	7	-1	-11	3
COC(=O)c1c(C)noc1-c1ccc(Cl)cc1	9	0	-2	-5	7	5	-1	-3	3	2
O=C(COC(=O)C12CC3CC(CC(C3)C1)C2)Nc1nccs1	1	3	7	·	-9	-4	1	-2	-2	0
CC(=O)Oc1ccc2c(=O)c(Oc3ccccc3[N+](=O)[O-])coc2c1	-13	-3	2	0	4	-1	-1	2	7	2
SMILES	TDP2 inh	TCR-CD3 inh	SIAE inh	NPR2 activator	HTRA1 inh	PRMT1 FP inh	mABHD4 FP	rCAG RNA binder	MBD2 DNA inh	LEDGF integ inh
COCC1CCN(C(=O)C2CCC(=O)N(CC3CCCCC3)C2)CC1 (stereo unspecified)	17	-6	4	-1	3	-1	2	-3	-3	2
O=Cc1cn(Cc2ccccc2)nc1-c1cccnc1	4	11	11	2	1	-2	-4	-2	-4	2
CC(Sc1ncccn1)C(=O)N1CCc2ccccc21 (stereo unspecified)	17	8	5	3	-2	2	-6	1	1	-2
Cn1c(SCc2cccc([N+](=O)[O-])c2)nc2c(c1=O)SCC2	-9	-5	-2	8	-6	9	-13	3	-1	-4
O=S(=O)(NCC(c1ccco1)N1CCN(c2ccc(F)cc2)CC1)c1ccc(F)cc1 (stereo unspecified)	8	3	1	-2	-2	2	2	0	-1	-1
Cc1onc(-c2ccccc2)c1C(=O)Nc1nc2c(s1)CCCC2	1	-8	2	-3	12	3	-8	-1	0	2
NNC(=O)c1cccc(COc2ccccc2Br)c1	-4	-2	-17	-7	-23	2	-7	14	-2	0
COc1ccccc1N1CCN(c2ccc(N3C(=O)CCC3=O)cc2[N+](=O)[O-])CC1	-22	3	3	2	-6	-3	8	-5	-5	-1
O=C(CC(=O)NC1CCCCC1)N/N=C/c1ccccc1Cl	1	6	0	-2	4	-3	4	5	0	-3

Of the compounds above, these contain fluorine.
SMILES	TDP2 inh	TCR-CD3 inh	SIAE inh	NPR2 activator	HTRA1 inh	PRMT1 FP inh	mABHD4 FP	rCAG RNA binder	MBD2 DNA inh	LEDGF integ inh
O=C(CCNC(=O)N1CC(=O)Nc2ccccc21)Nc1ccc(F)c(Cl)c1	3	-6	8	-2	0	1	2	-4	-2	-1
OCCCCNCc1cc(Br)ccc1OCc1ccccc1F	-3	5	-6	-14	-3	0	4	3	0	0
Cc1cc(C(=O)CN2C(=O)C(=O)N(CC(C)C)C2=O)c(C)n1-c1ccccc1F	-4	1	-3	0	-7	-4	6	-5	0	-3
CN(CC(=O)Nc1ccccc1C(F)(F)F)C(=O)C1CCN(C(=O)c2ccc(Cl)cc2)CC1	0	8	1	5	7	-3	5	-8	4	4
Cc1ccc(Cn2cc(COC(=O)Nc3ccc(F)cc3)nn2)cc1	2	·	-1	2	·	-2	-2	-1	-1	3
CCCC(=O)c1ccc(N2CCN(C(=O)c3ccccc3Br)CC2)c(F)c1	-11	8	-3	4	0	-3	1	-5	2	-2
OC1=C(O)c2nc3cc(F)ccc3nc21	-3	6	4	3	·	-1	4	7	0	5
O=C(NCCCN1CCOCC1)c1ccc(CS(=O)(=O)c2cccc(C(F)(F)F)c2)o1	7	0	3	3	6	2	-1	-2	2	-2
O=C(NC1(O)C(=O)c2ccccc2C1=O)c1ccc(C(F)(F)F)cc1	37*	-5	3	5	·	2	-1	0	-9	6
O=S(=O)(NCC(c1ccco1)N1CCN(c2ccc(F)cc2)CC1)c1ccc(F)cc1 (stereo unspecified)	8	3	1	-2	-2	2	2	0	-1	-1

Some values from the list:
LEDGF integ inh with `COc1ccc(NC(=O)CNS(=O)(=O)c2cccc3nonc23)c(OC)c1` stands at 1
LEDGF integ inh with `O=C(CCNC(=O)N1CC(=O)Nc2ccccc21)Nc1ccc(F)c(Cl)c1` stands at -1
